ADAM17 inh – inhibitors of human ADAM17; P78536; recombinant ADAM17, EDANS/DABCYL FRET peptide cleavage; inhibition, % at 6.95 µM; 0.83% of 370,000 active; AID 720648;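 active = inhibition above the mean of compounds lying between control limits plus 3 SD, set per campaign, cut at about 8.5% in these data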;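 also: 0% = DMSO-only wells as the low control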
ADAM10 inh – inhibits human ADAM10 | inhibition, % at 7 µM | AID 720582 | recombinant ADAM10, EDANS/DABCYL FRET peptide cleavage, 3 h | 0.62% of 370,000 active;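 active = inhibition above a per-campaign cutoff equal to the mean of compounds falling between control-based bounds plus 3 SD, cut at about 20% in these data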;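 also: 0% = DMSO wells while the 100% control is not disclosed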
DAX1 inh-1 – blocks DAX1 repression of SF-1 activated StAR promoter; inhibition, % at 6.8 µM; AID 652010; HEK293T StAR-luciferase reporter, SF-1/DAX-1 repression relief; 1.1% of 370,000 active;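 active = inhibition above the mean over all tested compounds plus 3 SD, cut at about 3.6% in these data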;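 also: 0% = DAX-1 cells with DMSO and 100% = cells lacking DAX-1 with DMSO; higher inhibition means more luminescence from relief of DAX-1 repression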
hgDAF-12 ag – hgDAF-12 agonism, primary luciferase screen; HEK293 GAL4-hgDAF12 UAS-luciferase reporter, agonist luminescence; normalized to butyrate control; activation, % at 6.8 µM; 1.8% of 370,000 active; AID 687014;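 active = activation above a cutoff set at the mean of all screened compounds plus 3 SD, cut at about 10% in these data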;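 also: 0% = DMSO wells and 100% = sodium butyrate wells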
DAX1 inh-2 – inhibitors of human orphan nuclear receptor DAX1 (NR0B1) | HEK293 Gal4-DAX1 luciferase reporter, luminescence | inhibition, % at 6.75 µM | 0.99% of 340,000 active | AID 504766;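 active = inhibition above the mean over all tested compounds plus 3 SD, cut at about 4.2% in these data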;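 also: 0% = DAX1-transfected cells with DMSO and 100% = empty-vector control cells with DMSO; inhibition shows as a rise in luminescence from relieved DAX1 repression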
FXN GAA850 act – frataxin GAA850 promoter activation. HEK293 lucGAA850 FXN promoter luciferase reporter, 24 h; percent of 10 µM SAHA response. activation, % at 6 µM. AID 540364. 0.56% of 360,000 active;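 active = activation above the average of all compounds screened plus 3 SD, cutoff fixed separately per campaign, cut at about 7.5% in these data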;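 also: 0% = DMSO wells and 100% = 10 µM SAHA wells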
ssDAF12 agonist – activators of S. stercoralis DAF-12 nuclear receptor; HEK293 ssDAF-12/GRIP1 lit1-tk-luc reporter, luminescence; % of 3 µM dafachronic acid response; activation, % at 6.8 µM; 1% of 370,000 active; AID 652126;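 active = activation above the mean over all tested compounds plus 3 SD, cut at about 0.9% in these data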;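 also: 0% = DMSO-only wells and 100% = 3 µM delta7-dafachronic acid wells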
SMARCA2 act – activators of SMARCA2 function. MG213 cells, MMTV-luciferase reporter, dexamethasone, overnight. AID 652017. 1% of 370,000 active. activation, % at 9.1 µM; in the data active = activation above about 7.8%;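 also: 0% = vehicle wells and 100% = reference activator wells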
hcDAF-12 act – activators of H. contortus DAF-12 nuclear receptor. AID 652067. HEK293 hcDAF-12 lit1-tk-luc reporter, luminescence; 0% DMSO, 100% Δ7-dafachronic acid. 1.4% of 370,000 active. activation, % at 6.8 µM;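 active = activation above the mean of all tested compounds plus 3 SD, cut at about 5.5% in these data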;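 also: 100% = response to 3 µM Δ7-dafachronic acid high control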
GC-A act – GC-A (human) enzyme activation; P16066; activation, % at 10 µM; HEK293 GC-A cells, cGMP TR-FRET, EC30 ANP; 0% at EC30 ANP, 100% saturating ANP; AID 1671463; 0.14% of 370,000 active; in the data active = activation above about 40%
Target sequence (P16066 whole entry, looked up): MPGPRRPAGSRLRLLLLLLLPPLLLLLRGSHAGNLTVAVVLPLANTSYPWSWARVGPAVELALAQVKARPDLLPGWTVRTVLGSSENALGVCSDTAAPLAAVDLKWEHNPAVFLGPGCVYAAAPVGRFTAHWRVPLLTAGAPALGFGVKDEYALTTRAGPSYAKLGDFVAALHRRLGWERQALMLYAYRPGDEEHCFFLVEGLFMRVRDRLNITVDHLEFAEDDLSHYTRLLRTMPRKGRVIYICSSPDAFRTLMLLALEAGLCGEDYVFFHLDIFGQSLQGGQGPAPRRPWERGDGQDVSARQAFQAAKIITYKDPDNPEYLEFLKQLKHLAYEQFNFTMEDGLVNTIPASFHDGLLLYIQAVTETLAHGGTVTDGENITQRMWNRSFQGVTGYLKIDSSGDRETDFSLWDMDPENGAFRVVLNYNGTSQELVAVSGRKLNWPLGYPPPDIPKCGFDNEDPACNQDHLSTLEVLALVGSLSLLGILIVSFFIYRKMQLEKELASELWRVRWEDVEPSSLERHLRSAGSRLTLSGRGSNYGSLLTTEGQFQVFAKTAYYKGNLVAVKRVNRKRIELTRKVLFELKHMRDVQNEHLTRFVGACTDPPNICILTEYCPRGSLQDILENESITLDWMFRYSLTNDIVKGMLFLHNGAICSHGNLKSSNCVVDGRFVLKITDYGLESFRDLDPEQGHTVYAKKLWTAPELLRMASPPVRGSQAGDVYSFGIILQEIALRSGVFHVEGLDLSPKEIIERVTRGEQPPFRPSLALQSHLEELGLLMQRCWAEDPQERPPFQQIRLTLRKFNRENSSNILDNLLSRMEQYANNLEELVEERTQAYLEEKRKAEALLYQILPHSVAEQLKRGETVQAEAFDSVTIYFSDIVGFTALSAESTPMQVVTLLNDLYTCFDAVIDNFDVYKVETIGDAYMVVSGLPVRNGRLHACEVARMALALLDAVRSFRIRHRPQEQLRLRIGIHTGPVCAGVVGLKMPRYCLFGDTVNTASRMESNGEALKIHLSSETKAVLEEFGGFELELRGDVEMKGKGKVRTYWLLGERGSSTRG
PG9 Ab binder – small molecules binding HIV-1 gp120 antibody PG9 | 0.43% of 360,000 active | TR-FRET gp120-PG9 antibody binding | inhibition, % at 6.7 µM; in the data active = inhibition above about 8.5%
Active calls of the source: *; x = no result given.

Each structure is followed by: ADAM17 inh, ADAM10 inh, DAX1 inh-1, hgDAF-12 ag, DAX1 inh-2, FXN GAA850 act, ssDAF12 agonist, SMARCA2 act, hcDAF-12 act, GC-A act, PG9 Ab binder
- Cc1cc(C)cc(N2CCN(C(=O)N3CCOCC3)CC2)c1
 : -4, -6, -0.1, 0.8, 0.4, -1.6, -1.1, -1, -0.1, -3, -2.2
- CC1CCCN(S(=O)(=O)c2ccc(NC(=O)c3cccc(-n4cnnn4)c3)cc2)C1 (stereo not given)
 : 7, 19, -0.7, -5.5, -2.8, -1.2, -2.0, -3, -1.4, 7, -1.7
- CCOC(=O)N1CCN(C(=O)C2CC(c3ccccc3OC)=NO2)CC1 (stereo not given)
 : -1, 3, -0.3, 1.8, -0.8, 0.3, -0.5, -3, 2.8, -3, 0.2
- CCOc1ccc(NC(=O)CN2C(=O)NC(C)(c3ccc4c(c3)OCCCO4)C2=O)cc1OCC (stereo not given)
 : 0, -7, 1.2, -1.9, 0.2, 2.4, -1.3, 2, -1.1, -3, -1.1
- CCc1ccc(C(=O)NNC(=O)CC2OC(=O)c3ccccc32)cc1 (stereo not given)
 : -5, -8, 2.1, 5.7, -0.2, 2.8, 1.0*, 1, 4.6, 4, -0.6
- CCC(=O)Nc1ccc2c(c1)nc1n2CCN(C2CCCCC2)C1
 : -109, -324, -0.4, -1.9, 0.3, 0.5, -0.3, -3, 1.6, 2, -0.2
- CN(C(=O)c1cn2ccccc2n1)c1c(N)n(Cc2ccccc2)c(=O)[nH]c1=O
 : -1, -4, 0.0, 0.2, 1.1, 2.6, -0.6, 3, -0.8, 0, -0.9
- O=C(OCc1cc(=O)n2cc(Br)ccc2n1)c1ccc(Cl)c(S(=O)(=O)NCc2ccccc2)c1
 : -3, -3, 0.1, 3.4, 0.5, 1.8, 0.4, -3, 5.0, 3, -1.4
- CCCCc1ccc(-n2nnnc2SCC(=O)Nc2cc(OC)c([N+](=O)[O-])cc2C)cc1
 : -3, -2, -0.3, 1.5, -0.7, 0.6, -1.0, -1, 0.4, -6, 1.2
- O=[N+]([O-])c1ccc(Cl)c(S(=O)(=O)NC2=NCCC2)c1
 : -4, 5, 1.6, -0.6, 0.1, 1.9, -1.8, 0, 0.3, 2, 0.8
- Cc1cccc(OCC(=O)N(Cc2ccco2)C2CCS(=O)(=O)C2)c1C (stereo not given)
 : -1, -6, -0.7, 2.1, 0.7, -1.4, -1.0, -1, 0.9, -2, -0.8
- Nc1ccc(N2CCCCC2)c(Cl)c1
 : -6, -3, 0.1, 0.1, 0.7, 1.6, -0.4, -4, 0.4, -2, -1.4
- COc1cc(CC(=O)N(C)CC(=O)Nc2ccc(Cl)c(C(F)(F)F)c2)cc(OC)c1OC
 : 2, -3, -0.3, -3.5, -0.4, 4.8, -1.2, -3, -1.1, -5, 1.5
- O=C(c1ccc(=O)n(Cc2ccccc2)n1)N1CCN(C/C=C/c2ccccc2)CC1
 : -1, -4, -1.7, -2.3, 2.2, -2.3, -1.1, -9, -1.9, 0, -0.5
- Cc1cccc(Oc2ncnc3oc(-c4ccccc4)cc23)c1C
 : -2, -2, 0.6, -1.7, 1.7, 2.0, -1.6, 5, 0.1, 6, -1.2
- Cc1ccc(Nc2nc(CSc3nnc(-c4ccccc4C)n3C)cs2)cc1
 : 0, 0, 0.8, 3.3, -0.3, 2.3, -0.9, -1, 6.8*, -6, -0.8
- CCOc1ccc2c(c1)OC(c1ccccc1)(C(F)(F)F)NC2=O (stereo not given)
 : -1, -7, -0.7, 3.9, -1.1, 1.2, -1.4, -2, -3.3, -10, -2.1
- CCc1cc2c(=O)n(Cc3ccco3)c(SCC(=O)N(C)C3CCS(=O)(=O)C3)nc2s1 (stereo not given)
 : -2, 4, -0.1, -4.2, -0.1, 0.2, -2.0, 2, 0.0, -4, 0.0
- O=C(NCc1ccccc1)C1Cc2ccccc2CN1C(=O)c1ccco1 (stereo not given)
 : -1, 3, -0.1, 2.6, 0.6, 0.1, -1.1, 4, 1.5, 1, -0.6
- CCN(CC)CCCNC(=O)CCn1nc(-c2ccc(Cl)cc2)ccc1=O
 : -2, 5, 0.2, 0.3, -1.1, 0.3, -1.0, -3, -0.2, -1, -1.8
- CCOC(=O)n1c(O)c(N=NC(N)=S)c2cc(C)ccc21
 : -2, -1, 0.5, 1.7, 0.0, 2.5, -1.5, 1, -0.1, 1, -2.3
- Cn1nnnc1Sc1ncnc2scc(-c3ccc([N+](=O)[O-])cc3)c12
 : -2, 10, -2.9, -12, -5.5, -1.7, -2.0, -7, -3.2, 2, -3.1
- O=C(CN(C(=O)CCC(=O)Nc1ccccn1)c1cccc(F)c1)NCc1ccco1
 : -3, -4, -0.3, -1.4, -1.2, 1.8, -0.6, 0, -0.7, -2, 0.3
- C=C1c2cc3c(cc2NC(=S)N1Cc1ccccc1)OCO3
 : -11, -19, 0.3, 0.8, x, 1.3, -0.9, -3, -1.5, 3, 1.3
- O=C(c1ccccc1)N1CCN(C(=S)NCc2ccco2)CC1
 : -2, 0, -1.1, -0.5, 0.1, 0.0, -0.9, -2, 0.2, 3, 0.2
- COc1ccc(S(=O)(=O)NC(C)C(=O)Nc2ccccc2)cc1Cl (stereo not given)
 : -4, -11, 1.4, -0.9, 0.3, -1.2, -1.4, -1, -1.2, 0, 0.4
- CCOC(=O)CC[C@@]1(C(=O)OCC)C[C@@H](CC(=O)NCC23CC4CC(CC(C4)C2)C3)C(=O)N2CCCC=C21
 : -1, 5, -1.6, -0.8, x, x, -1.5, -1, -2.0, -9, x
- CCc1ccc(NC(=O)[C@H](C)NC(=O)C2CCN(C(=O)[C@@H](N)C(C)C)CC2)cc1
 : 3, 7, -0.1, 5.8, 1.9, 0.6, -0.5, 0, 4.0, -5, -0.1
- COc1ccc(CN2CCNC(=O)C2CC(=O)N2CCCCO2)c(OC)c1 (stereo not given)
 : 0, -6, 0.3, 2.8, 0.7, 2.0, -1.0, -2, -1.1, -1, 1.0
- COCC(=O)Nc1nc2ccc(S(C)(=O)=O)cc2s1
 : 0, -2, -0.4, 3.2, 3.0, -0.7, -1.4, 3, 2.2, 3, -2.7
- CCOc1cc(/C=N/NC(=O)Cc2ccc(C(F)(F)F)cc2[N+](=O)[O-])ccc1O
 : -1, -7, 0.0, -4.4, 0.4, -3.6, -1.6, -1, -3.0, 0, 0.7
- Cc1nnsc1C(=O)N/N=C/c1ccccc1
 : 0, 3, -0.2, -2.7, -1.5, 0.8, -1.2, -1, 0.8, 2, -3.9
- CCN=C(NCC)SC1CC(=O)N(c2ccccc2)C1=O (stereo not given)
 : -1, -9, -0.7, -1.4, 0.2, 1.7, -1.7, -3, -1.6, 4, -1.1
- CCOc1ccc(NC(=O)CN(C)C2=NS(=O)(=O)c3ccccc32)cc1
 : -1, -12, -0.9, -3.4, 0.4, -0.1, -0.8, -2, -1.9, 1, 2.1
- O=C(N/N=C/c1ccc(O)cc1)/C(=C/c1ccccc1)CCO
 : -2, -6, -0.3, 1.1, -0.4, 2.6, -1.2, 0, 0.5, -3, -3.0
- Cc1[nH]n(-c2ccccc2)c(=O)c1N=Nc1cccc([N+](=O)[O-])c1
 : 1, 2, -0.2, 0.7, 0.7, 0.3, -1.2, -3, 0.7, 2, 0.3
- Cc1cccc(C(C)C)c1NC(=O)C(C)OC(=O)Cc1n[nH]c(=O)c2ccccc12 (stereo not given)
 : -1, 5, 1.6, 1.7, -1.3, -1.2, -0.1, -3, 0.9, -6, -1.7
- C=CCOn1c(=O)c(-c2ccc(OCC)cc2)[n+]([O-])c2ccccc21
 : -11, 1, 0.8, 4.5, 2.4, 3.4, -0.9, 1, 1.9, 11, -1.4
- CCc1ccc(NC(=O)c2sc3nc(C)nc(N4CCN(c5ccccn5)CC4)c3c2C)cc1
 : -1, -5, 0.0, 2.3, -0.5, 0.4, -0.4, -2, -1.9, -3, 0.2
- COc1ccc(Cc2n[nH]c(=S)n2-c2cc(C)ccc2C)cc1OC
 : 0, -1, 0.7, -2.8, x, x, -0.9, 1, 1.6, 2, 0.2
- COC(=O)c1c(NC(=O)CN2C(=O)c3ccccc3C2=O)sc(Cc2ccc3c(c2)OCO3)c1C
 : 2, 2, 0.2, -1.5, 0.4, -1.9, -1.3, -2, 0.2, 1, -0.9
- COC(=O)c1ccsc1NC(=O)c1ccco1
 : -7, -5, -0.2, -0.2, 0.2, 1.0, -1.0, 1, -2.0, 2, 1.4
- Cc1ccc(C(C)NC(=O)c2ccco2)cc1 (stereo not given)
 : -2, -1, -0.6, -2.8, 1.4, 0.1, -1.1, -2, -1.4, 4, 0.3
- O=C(c1cccs1)c1coc2ccc(O)cc12
 : -2, 5, 1.0, 12*, 3.6, 0.4, -0.8, 7, 2.2, 2, -0.6
- C/C=C/Cn1c(N(C)Cc2ccccc2)nc2c1c(=O)[nH]c(=O)n2C
 : 0, -16, -0.2, -3.1, 1.0, 3.4, -1.4, -6, -2.5, 8, 0.5
- O=C1N2c3ccccc3CCc3cccc(c32)C1(O)C(F)(F)F (stereo not given)
 : 2, -2, -0.3, -4.0, 1.2, -0.7, -2.0, 3, -2.1, -4, -2.1
- COc1ccc(S[C@]2(C(=O)N3CCCC3)CC(=O)N[C@@H]2c2ccc(OC)cc2)cc1
 : -2, 0, -1.1, -1.9, x, x, -1.4, -1, -2.4, -12, x
- O=c1[nH]ncc(N/N=C\c2cccnc2)c1Cl
 : -4, -1, 0.4, 0.1, 5.2*, -0.2, -1.3, -2, 0.3, -1, 0.2
- COc1cc(NC(=O)c2cc([N+](=O)[O-])ccc2NC(=O)CNC2CCCCC2C)cc(OC)c1 (stereo not given)
 : 5, 16, -1.2, -1.6, -1.1, -7.5, -1.2, 2, -1.9, -6, -3.0
- O=C(CO/N=C/c1ccccc1OC(F)F)NC1CCCC1
 : -4, -6, 0.5, 1.9, 0.6, 3.8, -1.9, -5, -1.3, -2, -1.0
- O=C(CNC(=S)NC(=O)c1cccs1)c1ccccc1
 : -1, 2, 0.5, 6.1, 2.2, 3.6, -1.4, 2, -0.1, 8, -2.7
- Cc1nc(C(F)(F)F)ccc1C(=O)N1CCC(C)(C(=O)NS(=O)(=O)C2CC2)C1 (stereo not given)
 : -2, -5, -0.6, 1.1, x, 1.1, -1.1, -1, -1.5, 2, 0.5
- CC(C)CN(CC(C)C)S(=O)(=O)N1CCC(C(=O)NCCN2CCOCC2)CC1
 : -4, 8, 0.5, 1.9, 0.3, 0.2, -0.8, -1, -2.0, -3, -0.5
- O=C(CN1CCN(c2ccccc2F)CC1)c1ccc2cc[nH]c2c1
 : -42, -138, -0.4, -1.9, -0.7, 1.5, 0.1, 0, 2.4, 0, -2.9
- N#CCc1nc(CSc2nc3ccccc3o2)cs1
 : -4, -7, 1.2, 8.2, 1.9, 1.9, -0.5, 3, -1.2, 3, 2.0
- CCCOc1c(Br)cc(C(=O)OCC(=O)NC(=O)c2cccn2C)cc1OC
 : -1, -7, 2.4, 1.3, -0.5, 0.8, -0.9, 2, 0.2, 0, -0.9
- CCOc1ccc(-c2nnn(CCC#N)n2)cc1OC
 : 1, -1, -0.5, -4.5, 1.2, -0.8, -1.0, 0, -1.7, 2, -1.3
- O=C(CCc1c[nH]c2ccccc12)NCC1COc2ccccc2O1 (stereo not given)
 : -1, 3, -0.5, 0.3, -1.5, -0.6, -1.5, 1, 0.8, 3, -0.4

Bioassay records from PubChem.
